eIF4E-4G inh = eIF4E–eIF4G protein interaction inhibitors, primary screen, biochemical, uHTS, TR-FRET, eIF4GI fragment; Eukaryotic translation initiation factor 4E (Mus musculus) + Eukaryotic translation …; TR-FRET eIF4E-eIF4GI(517-606) binding, 2 h; inhibition, % at 21.7 µM; 220,000 compounds, 0.37% hits; AID 782, 2007;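 active = inhibition above about 30%, limit read from the data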;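 note: 0% = full FRET control wells and 100% = background wells lacking eIF4GI fragment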
Wee1 degr inh = Wee1 degradation inhibitors, primary screen, cell-based, HeLa, Wee1K328M-luciferase, luminescence; HeLa Luc-Wee1K328M stability; 100% = proteasome inhibitor MG132 effect; Wee1-like protein kinase (Homo sapiens), P30291; AID 1321, 2008; 220,000 compounds, 1.2% hits; reporter increase, % at 5 µM;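 active = activation above the mean of all tested compounds plus 3 SD, set per screening run, cut at about 8.8% in these data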;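 note: cells exposed to compound for 20 h before luminescence read; 0% = DMSO alone and 100% = MG132 at 30 µM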
MDM2 E3 inh = MDM2-luciferase reporter signal enhancers, primary screen, MDM2 E3 ligase inhibitor project, cell-based, luminescence, 1536-well | E3 ubiquitin-protein ligase Mdm2 (Homo sapiens), Q00987 | cell-based MDM2 ubiquitination luciferase reporter, 2 h; 0 = plate control, 100 = twice control, blank-subtracted | signal enhancement, % at 5 µM | 210,000 compounds, 0.11% hits | AID 1230, 2008;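 active = signal enhancement of 30% or more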;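 note: luminescence tracks abundance of the self-degrading MDM2-luciferase fusion protein; higher signal means inhibition of MDM2 E3 ligase activity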
Target sequence (Q00987 whole entry, looked up, the tested form may be a part): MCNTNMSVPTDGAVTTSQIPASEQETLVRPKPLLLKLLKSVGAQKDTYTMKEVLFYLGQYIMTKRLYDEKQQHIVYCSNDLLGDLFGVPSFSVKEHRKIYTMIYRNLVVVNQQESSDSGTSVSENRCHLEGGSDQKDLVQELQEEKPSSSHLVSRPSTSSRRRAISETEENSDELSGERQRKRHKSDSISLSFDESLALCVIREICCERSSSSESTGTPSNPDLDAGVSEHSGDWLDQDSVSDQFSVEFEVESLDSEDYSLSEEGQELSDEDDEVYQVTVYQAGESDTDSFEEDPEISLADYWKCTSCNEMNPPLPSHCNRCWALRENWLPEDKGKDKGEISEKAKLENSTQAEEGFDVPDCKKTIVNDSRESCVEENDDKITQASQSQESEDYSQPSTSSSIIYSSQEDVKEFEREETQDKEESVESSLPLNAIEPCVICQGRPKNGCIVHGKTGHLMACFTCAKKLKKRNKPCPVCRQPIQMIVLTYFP
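Material: stable MDM2–luciferase fusion reporter cells / Quantity: 2000 cells/well / Dosing: single 5 µM compound dose, 0.2% final DMSO / Buffer or medium: DMEM / Schedule: 4 h cell settling then 2 h compound exposure, 37 °C / Detection: luminescence with SteadyLite reagent, 15 min at room temperature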
S1P4 agonist = S1P4 receptor agonists, primary screen, cell-based | Sphingosine 1-phosphate receptor 4 (Homo sapiens), O95977 | S1P4-expressing cell line, agonist reporter assay | activation, % at 4.98 µM | 220,000 compounds, 0.35% hits | AID 1509, 2009; in the data active = activation above about 11%;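 note: 0% = DMSO vehicle and 100% = reference agonist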
Target sequence (O95977 whole entry, looked up): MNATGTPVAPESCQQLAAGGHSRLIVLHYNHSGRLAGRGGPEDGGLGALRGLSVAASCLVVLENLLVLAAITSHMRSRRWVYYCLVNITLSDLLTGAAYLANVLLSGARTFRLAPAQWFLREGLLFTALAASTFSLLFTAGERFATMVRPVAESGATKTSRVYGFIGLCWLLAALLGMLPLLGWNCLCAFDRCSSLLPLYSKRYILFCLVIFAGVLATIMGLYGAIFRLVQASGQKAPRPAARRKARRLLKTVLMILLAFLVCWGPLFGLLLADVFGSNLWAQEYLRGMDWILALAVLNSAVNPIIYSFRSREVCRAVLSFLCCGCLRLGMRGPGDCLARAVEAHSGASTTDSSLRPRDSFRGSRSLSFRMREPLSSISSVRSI
S1P4 antag = S1P4 receptor antagonists, primary screen, cell-based | 220,000 compounds, 0.26% hits | Sphingosine 1-phosphate receptor 4 (Homo sapiens), O95977 | AID 1510, 2009 | inhibition, % at 4.98 µM | S1P4-expressing cells, antagonist mode, reporter read-out; in the data active = inhibition above about 29%;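 note: 0% = wells stimulated with agonist and 100% = vehicle wells without agonist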
PERK inhibitor = block of dimerizer-induced PERK translation repression, primary screen, PERK inhibitor project, CHO PERK-DD cells, SEAP luminescence, HTS; Eukaryotic translation initiation factor 2-alpha kinase 3 (Homo sapiens), Q9NZJ5; CHO PERK-DD fusion, SEAP luminescence translation reporter; inhibition, % at 5.6 µM; 220,000 compounds, 0.17% hits; AID 1416, 2008;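 active = inhibition above the mean inhibition of all tested compounds plus 3 SD, set separately per screening campaign, cut at about 2.9% in these data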;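 note: PERK kinase domain activated by AP20187 dimerizer at 100 nM; 0% = DMSO with dimerizer and 100% = rapamycin at 8.4 µM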
Ba/F3 V617F tox = reduced viability of JAK2V617F-dependent Ba/F3 cells, primary screen, JAK2V617F inhibitor project, cell-based, Ba/F3 EpoR-JAK2V617F, luminescence; ATP luminescence; inhibition, % at 5.6 µM; 220,000 compounds, 1.1% hits; AID 1446, 2008;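 active = inhibition above the campaign mean plus 3 SD over all tested compounds, cut at about 24% in these data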;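 note: cytokine-independent growth of Ba/F3 cells driven by EpoR plus mutant JAK2; 0% = DMSO-treated cells and 100% = JAK inhibitor I control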
NPY2 pot ag = NPY-Y2 potentiators or agonists, primary screen, cell-based | cells expressing NPY-Y2, potentiator/agonist read-out | activation, % at 3.6 µM | 220,000 compounds, 0.45% hits; in the data active = activation above about 27%;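 note: cells stimulated with NPY near EC25 plus isoproterenol at EC100; 0% = vehicle plus submaximal agonist and 100% = vehicle plus saturating agonist; some results beyond the cut were filed as inactive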
BaF3 parental = parental Ba/F3 cell viability inhibition, counter-screen for JAK2V617F inhibitor project, murine pro-B, CellTiter-Glo luminescence | inhibition, % at 5.6 µM | 220,000 compounds, 1.1% hits | CellTiter-Glo ATP luminescence | AID 1486, 2009;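 active = inhibition above a per-campaign cutoff, the mean inhibition of all tested compounds plus 3 SD, cut at about 27% in these data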;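 note: 0% = DMSO wells and 100% = JAK Inhibitor I control wells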
Active calls of the source: *; [ ] = another dose, or the depositor's remark. Compounds as they come, and some 4.1% of all compounds hit somewhere here.

`O=C(CCS(=O)(=O)c1ccc(Br)s1)Nc1ccccc1Br` gave eIF4E-4G inh 3.7, Wee1 degr inh -2.9, MDM2 E3 inh -4.1, S1P4 agonist 1.8, S1P4 antag -23.9, PERK inhibitor 0.9, Ba/F3 V617F tox -1.1, NPY2 pot ag -7.5 and BaF3 parental 5.7.
Screening CCOC(=O)CN1C(=O)CSc2ccccc21 returned eIF4E-4G inh 1.1, Wee1 degr inh 1.2, MDM2 E3 inh -14.2, S1P4 agonist 1.7, S1P4 antag 5.0, PERK inhibitor 0.1, Ba/F3 V617F tox -1.1, NPY2 pot ag 6.6 and BaF3 parental 6.6.
For O=C1C=C(c2ccccc2)CC(/C=C/c2ccccc2)C1 (stereo not drawn) the results were eIF4E-4G inh 3.9, Wee1 degr inh 2.2, MDM2 E3 inh -16.1, S1P4 agonist 0.6, S1P4 antag -17.7, PERK inhibitor 0.6, Ba/F3 V617F tox -1.5, NPY2 pot ag 3.7 and BaF3 parental 5.6.
O=C(NNC(=O)c1cc(-c2cccnc2)nc2ccccc12)Nc1ccc(Cl)cc1 was read as eIF4E-4G inh -1.8, Wee1 degr inh 0.6, MDM2 E3 inh -3.4, S1P4 agonist 0.0, S1P4 antag 2.3, PERK inhibitor -0.6, Ba/F3 V617F tox 8.1, NPY2 pot ag 1.9 and BaF3 parental 20.9.
For CCOC(=O)CNC=C(C(=O)OCC)C(=O)OCC the results were eIF4E-4G inh -8.2, Wee1 degr inh -2.8, MDM2 E3 inh -6.2, S1P4 agonist 0.3, S1P4 antag -13.2, PERK inhibitor 0.3, Ba/F3 V617F tox -1.3, NPY2 pot ag 0.3 and BaF3 parental 2.0.
CCOC(=O)C1(Cc2ccc(Cl)cc2)CCN(C(=O)c2cc(C)nc(C)n2)CC1 was read as eIF4E-4G inh -1.4, Wee1 degr inh 1.6, MDM2 E3 inh -4.9, S1P4 agonist 0.8, S1P4 antag -3.5, PERK inhibitor -0.8, Ba/F3 V617F tox 2.1, NPY2 pot ag 6.8 and BaF3 parental 4.2.
`COCCn1c(Cc2ccccc2)nnc1SCC(=O)N1CCCCC1C` (stereo not drawn) gave eIF4E-4G inh 0.8, Wee1 degr inh -1.8, MDM2 E3 inh -14.3, S1P4 agonist -1.0, S1P4 antag -22.3, PERK inhibitor -0.8, Ba/F3 V617F tox 0.7, NPY2 pot ag -10.4 and BaF3 parental -1.5.
COC(=O)N/N=C(\C)c1cccs1 was read as eIF4E-4G inh -1.0, Wee1 degr inh 2.5, MDM2 E3 inh -8.5, S1P4 agonist -0.4, S1P4 antag 9.1, PERK inhibitor 1.2, Ba/F3 V617F tox -2.3, NPY2 pot ag 1.4 and BaF3 parental -4.9.
For Cc1ccc(C(=O)N/C(=C/c2ccco2)C(=O)NC2CCS(=O)(=O)C2)cc1 (stereo not drawn) the results were eIF4E-4G inh -4.5, Wee1 degr inh -0.1, MDM2 E3 inh -8.1, S1P4 agonist 0.9, S1P4 antag -6.8, PERK inhibitor -0.3, Ba/F3 V617F tox 1.0, NPY2 pot ag 10.5 and BaF3 parental 9.7.
Screening Cc1ccc(NC(=O)Cn2nnc3ccccc3c2=O)cc1C returned eIF4E-4G inh 4.7, Wee1 degr inh 0.6, MDM2 E3 inh -22.9, S1P4 agonist 0.7, S1P4 antag -10.2, PERK inhibitor 0.6, Ba/F3 V617F tox 2.3, NPY2 pot ag 3.5 and BaF3 parental 3.1.
For O=C(NC1CCCC1)C1CCCN1C(=O)Nc1ccc(Cl)cc1 (stereo not drawn) the results were eIF4E-4G inh 1.1[fluorescence artefact?], Wee1 degr inh -2.7, MDM2 E3 inh -23.3, S1P4 agonist -1.9, S1P4 antag -9.8, PERK inhibitor 0.0, Ba/F3 V617F tox -4.5, NPY2 pot ag 12.6 and BaF3 parental 0.3.
For CC(=O)N1CCN(S(=O)(=O)c2cccc(C(=O)Nc3ccc4c(c3)OCO4)c2)CC1 the results were eIF4E-4G inh 5.0, Wee1 degr inh 1.4, MDM2 E3 inh -7.8, S1P4 agonist 1.0, S1P4 antag -6.4, PERK inhibitor 1.1, Ba/F3 V617F tox 0.7, NPY2 pot ag 10.4 and BaF3 parental 1.3.
`COc1ccc(N2CCN(Cc3nc4scc(-c5cccs5)c4c(=O)[nH]3)CC2)cc1` gave eIF4E-4G inh -1.5, Wee1 degr inh -3.0, MDM2 E3 inh -2.2, S1P4 agonist -0.6, S1P4 antag -13.8, PERK inhibitor 0.6, Ba/F3 V617F tox -4.4, NPY2 pot ag -5.8 and BaF3 parental 4.0.
`CC1CC1C(=O)NCCc1ccc(Cl)cc1` (stereo not drawn) gave eIF4E-4G inh -0.4[fluorescence artefact?], Wee1 degr inh 1.8, MDM2 E3 inh 4.5, S1P4 agonist 0.0, S1P4 antag -6.0, PERK inhibitor 0.9, Ba/F3 V617F tox -2.1, NPY2 pot ag -12.9 and BaF3 parental 2.5.
CCOC(=O)C(CC)Sc1nnc2n1C(C)(C)Cc1ccccc1-2 (stereo not drawn) was read as eIF4E-4G inh 4.1, Wee1 degr inh -1.2, MDM2 E3 inh -0.3, S1P4 agonist 0.4, S1P4 antag -9.7, PERK inhibitor -0.3, Ba/F3 V617F tox 2.0, NPY2 pot ag -4.8 and BaF3 parental 5.0.
`CCN(CC)S(=O)(=O)c1cccc(C(=O)NCCc2ccccc2)c1` gave Wee1 degr inh 3.3, S1P4 agonist -2.9, S1P4 antag -11.2, PERK inhibitor -1.4, Ba/F3 V617F tox 0.1, NPY2 pot ag -2.9 and BaF3 parental 0.6.
COc1ccc(NC(=S)NCC(c2cccnc2)N2CCOCC2)cc1 (stereo not drawn) was read as eIF4E-4G inh 2.3, Wee1 degr inh -4.5, MDM2 E3 inh -6.0, S1P4 agonist 1.5, S1P4 antag -21.2, PERK inhibitor 1.2, Ba/F3 V617F tox 0.5, NPY2 pot ag 5.0 and BaF3 parental 6.5.
Screening Cc1ccc(S(=O)(=O)N2CCN(C(=O)c3c(C)nn(-c4ccccc4)c3Cl)CC2)cc1 returned eIF4E-4G inh 2.9, Wee1 degr inh -0.1, MDM2 E3 inh 0.3, S1P4 agonist 1.4, S1P4 antag -6.8, PERK inhibitor -0.2, Ba/F3 V617F tox 2.7, NPY2 pot ag -0.9 and BaF3 parental 4.5.
Cc1ccc(N=Cc2c(O)n(C)c(=O)n(C)c2=O)nc1 was read as eIF4E-4G inh 1.9[fluorescence artefact?], Wee1 degr inh 3.1, MDM2 E3 inh -17.3, S1P4 agonist 1.7, S1P4 antag -11.7, PERK inhibitor 1.7, Ba/F3 V617F tox -0.5, NPY2 pot ag -13.1 and BaF3 parental 6.2.
Screening S=C(Nc1ccc(Oc2ccccc2)cc1)NC1CCCCC1 returned eIF4E-4G inh -3.1, Wee1 degr inh -2.6, MDM2 E3 inh -4.7, S1P4 agonist 1.6, S1P4 antag 10.4, PERK inhibitor 1.1, Ba/F3 V617F tox 0.5, NPY2 pot ag 6.7 and BaF3 parental -0.4.
Screening CCn1c(=O)cc(SCC(=O)N2CCC(C)CC2)c2ccccc21 returned eIF4E-4G inh -6.5, Wee1 degr inh 1.5, MDM2 E3 inh -2.3, S1P4 agonist 0.8, S1P4 antag -11.5, PERK inhibitor -0.7, Ba/F3 V617F tox 4.0, NPY2 pot ag -18.2 and BaF3 parental 9.1.
`COc1ccc(CN2C(=O)C(O)(CC(=O)c3c(C)n[nH]c3C)c3ccccc32)cc1OC` (stereo not drawn) gave Wee1 degr inh 0.9, MDM2 E3 inh -3.2, S1P4 agonist 2.3, S1P4 antag -14.6, PERK inhibitor 0.6, Ba/F3 V617F tox 0.1, NPY2 pot ag -5.2 and BaF3 parental 4.8.
`Cn1c(=S)[nH]c2ccccc21` gave eIF4E-4G inh -1.8, Wee1 degr inh -3.2, MDM2 E3 inh -21.3, S1P4 agonist -2.6, S1P4 antag 3.8, PERK inhibitor -0.3, Ba/F3 V617F tox 1.9, NPY2 pot ag -5.0 and BaF3 parental 3.8.
Screening COC(=O)c1c(NC(=O)CN2CCN(C(=O)c3ccco3)CC2)c2c(C)cccc2n1C returned eIF4E-4G inh 3.6, Wee1 degr inh -2.5, MDM2 E3 inh -12.9, S1P4 agonist 7.5, S1P4 antag -28.7, PERK inhibitor -0.5, Ba/F3 V617F tox 2.7, NPY2 pot ag 10.7 and BaF3 parental 4.6.
`CCN(CC(=O)Nc1sc2c(c1C#N)CCC(C)C2)CC(=O)NC1CCS(=O)(=O)C1` (stereo not drawn) gave eIF4E-4G inh 0.6, Wee1 degr inh 1.1, MDM2 E3 inh -3.1, S1P4 agonist 0.3, S1P4 antag -15.3, PERK inhibitor 1.2, Ba/F3 V617F tox 0.3, NPY2 pot ag 10.5 and BaF3 parental 10.0.
`CCOC(=O)c1c(C)n(-c2ccc(C)cc2)c2ccc(OCC(O)CNCC3CCCO3)cc12` (stereo not drawn) gave eIF4E-4G inh 5.7, Wee1 degr inh -2.4, MDM2 E3 inh 11.4, S1P4 agonist -0.8, S1P4 antag -18.2, PERK inhibitor 0.1, Ba/F3 V617F tox -0.5, NPY2 pot ag -36.0 and BaF3 parental -0.1.
`O=C1CN(C(=O)c2ccco2)C(c2ccccc2)c2cc(Cl)ccc2N1` (stereo not drawn) gave eIF4E-4G inh -0.5, Wee1 degr inh -0.8, MDM2 E3 inh 4.5, S1P4 agonist -1.5, S1P4 antag 3.2, PERK inhibitor -1.5, Ba/F3 V617F tox -2.7, NPY2 pot ag -3.2 and BaF3 parental 1.6.
For CCCn1c(CN2CCN(C(=O)c3ccco3)CC2)nc2c1c(=O)n(C)c(=O)n2C the results were eIF4E-4G inh -3.0, Wee1 degr inh -3.4, MDM2 E3 inh -7.4, S1P4 agonist -0.7, S1P4 antag 8.2, PERK inhibitor 0.4, Ba/F3 V617F tox -1.2, NPY2 pot ag -4.0 and BaF3 parental 1.3.

Screening data: PubChem, several laboratories
